STK33 inh: blocks human STK33 kinase activity | Q9BYT3 | purified STK33, MBP phosphorylation, ADP-Glo luminescence | inhibition, % at 10 µM | hit rate 0.073% among 320,000;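 active = inhibition at or above 25%, using the most active replicate where run in duplicate; inactive = inhibition below 25%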
Target sequence (Q9BYT3 whole entry, looked up): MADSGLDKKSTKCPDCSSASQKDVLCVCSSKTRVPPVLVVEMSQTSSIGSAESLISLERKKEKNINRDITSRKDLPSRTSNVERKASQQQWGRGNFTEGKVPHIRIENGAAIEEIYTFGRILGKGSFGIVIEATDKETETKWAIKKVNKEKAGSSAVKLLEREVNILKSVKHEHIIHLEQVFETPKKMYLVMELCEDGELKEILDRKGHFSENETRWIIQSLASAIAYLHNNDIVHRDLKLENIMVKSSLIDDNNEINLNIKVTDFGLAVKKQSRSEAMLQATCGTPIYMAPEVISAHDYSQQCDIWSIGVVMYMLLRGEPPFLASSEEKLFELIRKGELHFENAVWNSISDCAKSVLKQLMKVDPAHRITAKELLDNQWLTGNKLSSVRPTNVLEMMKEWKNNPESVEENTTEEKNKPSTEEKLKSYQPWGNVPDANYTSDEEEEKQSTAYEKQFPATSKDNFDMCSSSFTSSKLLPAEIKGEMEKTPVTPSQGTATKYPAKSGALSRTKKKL
OX1R FRET antag: blocks the human orexin 1 receptor; OX1R-expressing cells, FRET antagonist read-out; inhibition, % at 6.6 µM; hit rate 1.8% among 330,000; AID 485270; in the data active = inhibition mostly above about 38%, no sharp cut-off; inactive = mostly below about 40%;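 also: 0% = agonist challenge alone and 100% = reference antagonist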
Target sequence (O43613 whole entry, looked up): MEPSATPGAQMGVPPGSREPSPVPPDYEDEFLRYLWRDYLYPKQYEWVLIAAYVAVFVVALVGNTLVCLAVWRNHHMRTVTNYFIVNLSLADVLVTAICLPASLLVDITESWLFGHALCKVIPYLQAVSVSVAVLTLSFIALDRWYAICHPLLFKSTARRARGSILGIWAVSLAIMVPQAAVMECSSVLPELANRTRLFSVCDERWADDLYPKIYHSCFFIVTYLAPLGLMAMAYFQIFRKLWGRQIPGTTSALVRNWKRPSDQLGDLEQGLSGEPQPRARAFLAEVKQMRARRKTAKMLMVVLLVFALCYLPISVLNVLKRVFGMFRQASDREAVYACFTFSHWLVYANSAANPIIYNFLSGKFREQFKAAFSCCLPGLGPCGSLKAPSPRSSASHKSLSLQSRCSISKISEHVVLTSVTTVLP
An asterisk follows results filed as active; . = not tested or not shown.

Order of values: STK33 inh, OX1R FRET antag
1	CC1(C)N=C(N)N=C(N)N1c1cccc(CN)c1
    -1.3, 13
2	O=C(CN1C2=NCCCN2c2ccccc21)c1cccc(Br)c1
    -1.3, -3
3	O=C(NCC(=O)N1CCc2ccccc2C1)c1ccccc1Cl
    1.1, .
4	Cc1cc(C)c2sc(N(CCCN(C)C)C(=O)c3ccc(S(=O)(=O)N(C)C4CCCCC4)cc3)nc2c1
    0.8, 20
5	COc1ccc(-n2nc3c(c2NC(=O)CBr)CSC3)cc1
    -0.9, 3
6	Cc1ccc(/C(N)=N/OC(=O)Cc2cccc3ccccc23)cc1
    -1.5, 14
7	COc1ccc(C(=O)n2nc(C)c(Br)c2C)cc1
    -1.2, 17
8	c1cncc(-c2nc(NCCCn3ccnc3)c3ccccc3n2)c1
    12, 7
9	Cn1cc(C(=O)N/N=C/c2cccc(O)c2)ccc1=O
    0.5, 2
10	CCOC(=O)C1CCCNC1=O (stereo unspecified)
    -0.4, 0

More entries.
Order of values: STK33 inh, OX1R FRET antag
11	Cc1ccc(S(=O)(=O)/N=C(/c2ccc(F)cc2)N2CCCCC2)cc1
    -1.6, -2
12	COc1cc(C2C(C#N)=C(N)Oc3c2c(-c2ccccc2)nn3-c2ccccc2)cc(OC)c1OC (stereo unspecified)
    -0.8, 52
13	O=C(Nc1c(F)cc(F)cc1Br)c1cc(-c2ccc(O)cc2)on1
    1.5, 8
14	Cc1cccnc1NC(=O)CSc1nnc(CNC(=O)c2cccc([N+](=O)[O-])c2)n1C
    -0.3, 34
15	CCCc1cc(Nc2ccccc2)n2ncnc2n1
    -2.6, 15
16	CC1(C)CC(NC(=O)C23CCC(C)(C2Br)C3(C)C)CC(C)(C)N1 (stereo unspecified)
    -1.9, 7
17	Cc1ccsc1C(=O)N1CCN(c2ccccn2)CC1
    -0.2, -5
18	Cc1nc(-c2ccc(O)c(O)c2)cs1
    5.0, 2
19	CCc1cccc(C)c1NC(=O)C(c1ccc(O)cc1)N1CCC1=O (stereo unspecified)
    1.1, 5
20	CCOc1ccc(NC(=O)COC(=O)C23CC4CC(CC(C4)C2)C3)c([N+](=O)[O-])c1
    -1.4, 10

Other records:
Order of values: STK33 inh, OX1R FRET antag
21	FC(F)Sc1ccc(NC(=S)NC2CCC(NC(=S)Nc3ccc(SC(F)F)cc3)CC2)cc1 (stereo unspecified)
    8.3, 14
22	CC1(c2ccccc2)CC(c2ccccc2)=Nc2nonc2N1 (stereo unspecified)
    -0.7, 22
23	CC1CN(C(=O)c2cc(S(=O)(=O)N3CCN(c4ccccc4)CC3)ccc2Cl)CC(C)O1 (stereo unspecified)
    0.2, 15
24	Cc1ccccc1Sc1ncnc2onc(C)c12
    -0.4, 13
25	O=C(CCN1C(=O)c2ccccc2C1=O)NCc1ccc(F)cc1
    -1.0, 10
26	O=C(NCc1cccnc1)c1ccc(Br)o1
    ., 1
27	CC1(C)CC(=O)c2ccc(OCc3ccc([N+](=O)[O-])cc3)cc2O1
    -1.6, 11
28	O=C(O)c1cccnc1C(=O)N1CCc2c([nH]c3ccccc23)C1C(F)(F)F (stereo unspecified)
    0.3, -3
29	O=C(c1ccc(NS(=O)(=O)c2ccc3[nH]c(=O)[nH]c3c2)cc1)N1CCN(c2ccccc2)CC1
    -1.5, -3
30	O=C(COC(=O)C1CCN(S(=O)(=O)c2cccs2)CC1)Nc1ccccc1
    0.0, 8

Continued.
Order of values: STK33 inh, OX1R FRET antag
31	COc1ccc(CNC(=O)C(=O)NC2CCC(C)CC2)cc1 (stereo unspecified)
    -1.5, 16
32	CC1=C(C)CC2(SC1)C(=O)N(c1ccccc1)N=C2N (stereo unspecified)
    -1.3, 13
33	Cc1cc(NC(=O)CSCC(=O)OCC(=O)c2cccc(Br)c2)no1
    -1.0, 6
34	CCOC(=O)NC(=O)c1cn(CCN(C)C)c(=O)[nH]c1=O
    -1.4, 8
35	CSCC[C@H](N)C(=O)N1CCC(C(=O)N[C@@H](Cc2c[nH]c3ccccc23)C(=O)O)CC1
    1.0, -9
36	O=C(COC(=O)/C=C/c1ccccc1Cl)Nc1cccnc1Cl
    1.5, 9
37	CCOC(=O)C1=C(C)N=c2s/c(=C\c3ccc(O)c([N+](=O)[O-])c3)c(=O)n2C1c1ccccc1OC (stereo unspecified)
    -0.7, 31
38	CCOC(=O)Cc1nnc(-c2ccccc2)o1
    4.1, 14
39	CC(C)(C)OC(=O)N/N=C/c1cccc([N+](=O)[O-])c1
    -0.6, 19
40	CCCCCCCCCCCCS[C@H]1CS(=O)(=O)C[C@@H]1O
    0.7, -1

(cont.)
Order of values: STK33 inh, OX1R FRET antag
41	Fc1cccc(Nc2nc(Cl)nc(Cl)n2)c1
    -0.4, 8
42	Cc1nn(CCC(=O)NNC(=S)NCC(C)C)c(C)c1Br
    -1.0, 1
43	CC1=C(C)C(c2ccccc2)NC(=S)N1 (stereo unspecified)
    0.3, 16
44	CCCCc1nc2ccc(S(=O)(=O)O)cc2[nH]1
    1.2, 10
45	COc1cc(NC(=O)C2CC(c3cccc(OC)c3OC)=NO2)cc(OC)c1OC (stereo unspecified)
    0.3, 23
46	O=C1CSC(c2cccc([N+](=O)[O-])c2)N1c1c(F)cccc1F (stereo unspecified)
    -1.1, 13
47	CC1CCCCC1NC(=O)c1ccc(-n2cncn2)c([N+](=O)[O-])c1 (stereo unspecified)
    -0.1, 33
48	CCc1cccc(C)c1NC(=O)c1cc(=O)[nH]c2ccc(S(=O)(=O)N3CCOCC3)cc12
    -1.8, 13
49	COc1cccc(NC(=O)C(=O)c2cn(CC(=O)N3CCOCC3)c3ccccc23)c1
    4.9, 34
50	COC(=O)c1ccc(/C=C2\SC(=S)N(CCCC(=O)NCCCN3CCOCC3)C2=O)cc1
    -1.2, 12

Next part.
Order of values: STK33 inh, OX1R FRET antag
51	Cc1csc(N(C(=O)c2cccc(S(=O)(=O)N(C)C)c2)c2ccccc2)n1
    -0.1, 3
52	COc1cccc(NC(=O)CN(C)C(=O)c2cc(-c3ccc(F)cc3)nc3ccccc23)c1
    -0.4, 19
53	O=C(O)COc1ccc(NC(=O)C(c2ccccc2)c2ccccc2)cc1
    -0.4, -8
54	CCOC(=O)c1c(C)[nH]c(C)c1C(=O)CN1C(=O)NC2(CCCCCC2)C1=O
    ., 7
55	COc1cc(OC)cc(C(=O)OCC(=O)NCc2ccc3c(c2)OCO3)c1
    -0.9, 10
56	COCCN(C(=O)COC(=O)c1ccc(Cl)nc1)c1c(N)n(Cc2ccccc2)c(=O)[nH]c1=O
    0.1, 8
57	O=C(/C(=C(\[O-])c1ccccc1)[n+]1ccc2ccccc2c1)c1ccc(Cl)cc1
    0.7, 20
58	COc1cccc(C(=O)OC2CCN(C)CC2)c1
    -1.0, 15
59	CC(=O)OCC[n+]1c(C)n(-c2ccccc2)c2ccc(Cl)cc21
    -0.5, 5
60	Cc1ccc(C)c(S(=O)(=O)N2CCN(C(=O)c3ccc(-n4cncn4)c([N+](=O)[O-])c3)CC2)c1
    -0.9, 19

Full records as entered above:
Cc1ccc(C)c(S(=O)(=O)N2CCN(C(=O)c3ccc(-n4cncn4)c([N+](=O)[O-])c3)CC2)c1 across the screens: STK33 inh: -0.9; OX1R FRET antag: 19
O=C(/C(=C(\[O-])c1ccccc1)[n+]1ccc2ccccc2c1)c1ccc(Cl)cc1 across the screens: STK33 inh: 0.7; OX1R FRET antag: 20

More records follow:
Order of values: STK33 inh, OX1R FRET antag
61	COc1ccccc1NC(=S)NCC1CCCCC1
    -1.1, 9
62	O=C(O)CC/C(=N/NC(=O)CNC(=O)C(c1ccccc1)c1ccccc1)c1ccccc1
    -0.1, 11
63	COC(=O)[C@@H]1C[C@@H](c2ccccc2)[C@H](C)C1(C)C
    0.0, 27
64	CC1CCC(NC(=O)C2CC(=O)N(c3ccc(Cl)cc3)C2)CC1 (stereo unspecified)
    -0.3, 31
65	CCOC(=O)c1ccc(COC(=O)c2nonc2N)cc1
    -1.6, 9
66	CC(C)(C)C(=O)COC(=O)CNC(=O)c1ccc(Oc2ccccc2)cc1
    -0.7, 28
67	Cc1cc(C(=O)CSc2nnnn2C)c(C)n1-c1ccc2c(c1)OCCO2
    -3.0, 23
68	CCC/C(O)=C1\C(=O)CC(c2ccccc2)CC1=NCCc1c(C)[nH]c2ccccc12 (stereo unspecified)
    -0.3, 31
69	O=C(C[C@H]1C/C=C\C[C@H](NC(=O)OCC2c3ccccc3-c3ccccc32)C(=O)OC[C@@H]2CCCN2C1=O)N[C@H](CO)Cc1ccccc1
    -0.6, 7
70	COc1ccc(/C=N/NC(=O)c2ccc(NC(=O)c3cccc([N+](=O)[O-])c3)cc2)c(C(=O)O)c1OC
    1.1, 21

6 records picked at random from the list so far:
Order of values: STK33 inh, OX1R FRET antag
65	CCOC(=O)c1ccc(COC(=O)c2nonc2N)cc1
    -1.6, 9
61	COc1ccccc1NC(=S)NCC1CCCCC1
    -1.1, 9
62	O=C(O)CC/C(=N/NC(=O)CNC(=O)C(c1ccccc1)c1ccccc1)c1ccccc1
    -0.1, 11
67	Cc1cc(C(=O)CSc2nnnn2C)c(C)n1-c1ccc2c(c1)OCCO2
    -3.0, 23
70	COc1ccc(/C=N/NC(=O)c2ccc(NC(=O)c3cccc([N+](=O)[O-])c3)cc2)c(C(=O)O)c1OC
    1.1, 21
68	CCC/C(O)=C1\C(=O)CC(c2ccccc2)CC1=NCCc1c(C)[nH]c2ccccc12 (stereo unspecified)
    -0.3, 31

(listing goes on)
Order of values: STK33 inh, OX1R FRET antag
71	CCN(c1ccccc1)S(=O)(=O)c1cc(C(=O)Nc2ccc(F)c(F)c2)ccc1F
    -1.0, 37
72	O=C(CN1CCN(C(=O)c2ccccc2)CC1)Nc1ncc(Br)cc1Br
    -1.6, -1
73	O=C(Nc1ccc(Cl)cc1)OCc1cncs1
    -2.5, 26
74	COc1ccccc1Oc1ncnc2c1oc1ccccc12
    0.7, 10
75	CCOc1ccc(OCc2ccc(C(=O)NCc3ccncc3)o2)cc1
    0.8, 0
76	COc1cccc(N2CCN(CC(=O)NC(C)c3ccccc3)CC2)c1 (stereo unspecified)
    -5.5, .
77	C/C(=N\O)c1noc(C)c1C(=O)Nc1nccs1
    -0.7, 41
78	COc1cc(C(C)=O)ccc1OCC(=O)Nc1ccccc1N1CCCC1
    -1.8, 27
79	Clc1ccc(NCn2cncn2)nc1
    0.5, 29
80	Cc1cc2[nH]c3ccccc3c2cn1
    -0.5, 2

Next part:
Order of values: STK33 inh, OX1R FRET antag
81	CC(NCc1ccncc1)C12CC3CC(CC(C3)C1)C2 (stereo unspecified)
    -2.9, 7
82	CCn1c(SCC(=O)N2CCCC2=O)nnc1-c1cccs1
    0.5, 6
83	Cc1cc(-c2n[nH]c(=S)n2Cc2ccccc2)cs1
    -3.3, 0
84	CCOC(=O)c1cnc(SC)nc1Nc1cccc2ccccc12
    -0.4, 12
85	CCc1ccc(NC(=O)CSc2nc(=O)n3cc(C)ccc3n2)cc1
    -1.8, 5
86	CCOC(=O)C1=C(c2ccccc2)NC(=S)NC1c1ccc(Cl)cc1 (stereo unspecified)
    -3.1, 8
87	Cc1ccc(C(C(=O)NC2CCCCC2)N(Cc2ccccc2)C(=O)Cc2c[nH]c3ccccc23)o1 (stereo unspecified)
    -0.5, 17
88	CCN(CC)C(=S)Nc1c(C)n(C)n(-c2ccccc2)c1=O
    0.4, 3
89	CC1=C/C(=N\NC(=S)NCc2ccccc2)CC1
    -0.6, -1
90	CCc1nnc(NC(=O)CCC(=O)NCc2ccc(C)cc2)s1
    -3.9, 16

(next part)
Order of values: STK33 inh, OX1R FRET antag
91	O=C(O)c1cccc2c1C(=O)N(Cc1ccccc1)C2
    -3.6, 39
92	O=C(O)c1cccc(S(=O)(=O)N2CCN(C(c3ccccc3)c3ccccc3)CC2)c1
    -1.2, 31
93	COc1ccc(CCNC(=O)COc2nncc3ccccc23)cc1
    0.6, 18
94	COC(=O)c1ccc(C(=O)OC)c(NC2=NS(=O)(=O)c3ccccc32)c1
    2.4, 17
95	N#CCN=C(c1ccccc1)c1ccccc1
    -0.9, 5
96	Cn1c(NC(=O)c2ccc(S(=O)(=O)N3CCCCC3)cc2)cc(=O)n(C)c1=O
    -2.1, 5
97	O=C(Cc1ccc(Cl)cc1)Nc1ccc(Br)cc1
    -0.1, -11
98	Cc1ccc(S(=O)(=O)NCC(=O)N2CCN(c3ccccn3)CC2)cc1
    0.6, 17
99	CCOc1ccc(C(C(=O)NCC2CCCO2)N(C(=O)c2snc(C(N)=O)c2N)c2ccc3c(c2)OCCO3)cc1 (stereo unspecified)
    -1.0, 6
100	O=c1c(Cc2c(F)cccc2Cl)c(O)ccn1C1CCCCCC1
    -0.8, 17

(more compounds)
Order of values: STK33 inh, OX1R FRET antag
101	O=S(=O)(c1cccc(C(F)(F)F)c1)N1CCN(C(=S)NCc2ccco2)CC1
    -0.3, -1
102	COc1ccc(S(=O)(=O)NCC(=O)N(CC(=O)NC(C)(C)C)Cc2cccs2)cc1
    0.4, 9
103	Cc1c(NC(=O)CC2CC(C)OC2=O)c(=O)n(-c2ccccc2)n1C (stereo unspecified)
    -1.4, -1
104	CCOC(=O)c1c(S(=O)(=O)N2CCN(c3ccc(F)cc3)CC2)c(C)n(C)c1C
    -0.2, 17
105	Cc1cc(C)cc(NC(=S)Nc2cccc3ccccc23)c1
    0.3, 13
106	CC(=O)c1cccc(NC(=O)c2c(F)c(F)c(F)c(F)c2F)c1
    -1.0, 25
107	CCC(C)(C)NC(=O)C(c1cccn1C)N(Cc1ccc(OC)cc1)C(=O)Cn1nnc2ccccc21 (stereo unspecified)
    1.0, 21
108	CCOc1cc(/C=C/c2cccc[n+]2C)ccc1O
    -1.5, 27
109	COc1ccccc1NC(=S)N1CCN(c2ccccc2F)CC1
    -1.6, .
110	O=C(NCC1CCCO1)C1CCCN(S(=O)(=O)c2ccc(F)cc2)C1 (stereo unspecified)
    -1.0, 12
111	CCCNC(=O)C(Cc1ccccc1)NC(=O)c1ccccn1 (stereo unspecified)
    1.0, -1
112	CCOC(=O)CC1C(=O)NCCN1C(=O)c1cccc(OC)c1 (stereo unspecified)
    -0.7, 8
113	CC(=O)Nc1ccc(Nc2cc(C(C)C)nc3c(-c4ccccc4)c(C)nn23)cc1
    -1.1, 16

The order is random; 1.8% or so of the library scored in one or more.
